CHO-K1 Ca antag: nonselective inhibitor or artifact in parental CHO-K1 cells; ATP-induced calcium, Fluo-8 fluorescence; inhibition, % at 3 µM; hit rate 0.6% among 360,000; AID 602250;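 active means inhibition above a per-plate cutoff, the plate's mean sample inhibition plus 3 SD, cut at about 24% in these data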;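 further: 0% = DMSO plus EC80 ATP and 100% = DMSO alone without ATP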
CHRM1 agonist: human M1 muscarinic receptor agonism; CHO-K1 hM1, Fluo-8 calcium fluorescence, agonist mode; 0% DMSO, 100% acetylcholine EC100; P11229; activation, % at 3 µM; hit rate 0.33% among 360,000;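 active means activation above the run's mean compound activation plus 3 SD, cut at about 16% in these data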;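 further: peak over basal fluorescence ratio within a 140 s kinetic read after compound addition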
Target sequence (P11229 whole entry, looked up): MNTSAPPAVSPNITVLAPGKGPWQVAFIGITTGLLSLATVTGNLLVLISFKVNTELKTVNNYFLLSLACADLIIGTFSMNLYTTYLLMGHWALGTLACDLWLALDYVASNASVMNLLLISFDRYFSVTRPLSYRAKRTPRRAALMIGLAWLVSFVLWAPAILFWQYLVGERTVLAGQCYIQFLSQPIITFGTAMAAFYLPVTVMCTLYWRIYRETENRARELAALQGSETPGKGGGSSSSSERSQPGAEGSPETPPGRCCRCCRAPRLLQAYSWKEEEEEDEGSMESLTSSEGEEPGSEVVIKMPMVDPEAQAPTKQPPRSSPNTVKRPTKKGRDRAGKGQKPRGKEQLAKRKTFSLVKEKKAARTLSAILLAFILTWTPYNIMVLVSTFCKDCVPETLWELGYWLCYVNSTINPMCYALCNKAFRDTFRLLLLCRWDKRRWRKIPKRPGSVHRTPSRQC
TAAR1 agonist: human TAAR1 agonism; activation, % at 3 µM; hit rate 0.99% among 360,000; CHO RD-HGA16 TAAR1, Fluo-8 calcium fluorescence; vehicle wells 0%, saturating PEA agonist 100%; AID 624467;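 active means activation above the mean activation of all test compounds in the run plus 3 SD, cut at about 38% in these data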
Target sequence (Q96RJ0 whole entry, looked up): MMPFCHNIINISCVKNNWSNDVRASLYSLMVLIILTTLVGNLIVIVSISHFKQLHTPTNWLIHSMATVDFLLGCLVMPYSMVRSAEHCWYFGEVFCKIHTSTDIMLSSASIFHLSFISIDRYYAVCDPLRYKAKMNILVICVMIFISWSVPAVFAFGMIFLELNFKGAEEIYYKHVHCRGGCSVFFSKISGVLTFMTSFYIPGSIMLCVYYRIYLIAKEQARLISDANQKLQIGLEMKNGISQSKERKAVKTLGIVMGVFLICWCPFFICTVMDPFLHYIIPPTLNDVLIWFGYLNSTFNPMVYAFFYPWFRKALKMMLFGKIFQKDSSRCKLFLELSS
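Test system: RD-HGA16 (CHO) cells co-expressing Gα16 and hTAAR1 / Benchmarks: DMSO vehicle as 0%, PEA at EC100 as 100% / Repeats: no replicates (n 1) / Measure: % activation from peak over basal fluorescence ratio, DMSO-to-PEA scaled / Timing: 17-24 h plating, Fluo-8 75 min 37 °C, 30 min RT / Technique: kinetic Fluo-8 calcium fluorescence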
TAAR1 antagonist: human TAAR1 antagonism | Q96RJ0 | CHO RD-HGA16 TAAR1, Fluo-8 calcium fluorescence, antagonist | inhibition, % at 3 µM | hit rate 1.5% among 360,000;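 active means inhibition above a per-plate cutoff, the mean inhibition of test compounds on that plate plus 3 SD, cut at about 49% in these data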;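 further: 0% = DMSO plus EC80 beta-PEA response and 100% = DMSO alone without agonist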
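Test system: hTAAR1-expressing CHO RD-HGA16 cells, Gα16-coupled; Probe or stimulus: EC80 β-phenethylamine stimulus; Compound dosing: single nominal final test compound concentration of 3 µM; Timing: 140 s kinetic read after compound, 140 s after agonist; Signal: Fluo-8 calcium-sensitive fluorescence; Measure: % inhibition of agonist calcium response; Controls: DMSO and EC80 PEA controls.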
CHRM1 PAM: human CHRM1 positive allosteric modulation; hit rate 0.088% among 360,000; activation, % at 3 µM; AID 588819; CHO-K1 hM1, Fluo-8 calcium fluorescence, ACh EC20; 0% = ACh EC20, 100% = maximal ACh; in the data active means activation above about 19%, passing the limit was not always enough
M1 PAM parental: nonselective activator or artifact in parental CHO-K1 calcium assay; activation, % at 3 µM; AID 602247; hit rate 0.02% among 360,000; ATP EC20, Fluo-8 calcium fluorescence; 0% at ATP EC20, 100% at ATP max;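 active means activation above the run cutoff, the mean activation of all test compounds plus 3 SD, cut at about 40% in these data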;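 further: peak over basal fluorescence ratio in a 140 s read after ATP addition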
CHO-K1 Ca ag: counter-screen for M1 agonists: effect in parental CHO-K1 cells. Fluo-8 calcium fluorescence; scaled to maximal ATP response, vehicle zero. activation, % at 3 µM. hit rate 0.48% among 360,000. AID 602248; in the data active means activation above about 15%;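 further: untransfected CHO-K1 host cells lacking M1 receptor as counterscreen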
CHO parental Ca: counter-screen for OX1R antagonists: effect in parental CHO cells. parental CHO-K1, ATP-induced calcium, Fluo-8 fluorescence. inhibition, % at 5.6 µM. hit rate 0.63% among 330,000. AID 463079;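 active means inhibition above that plate's mean sample inhibition plus 3 SD, cut at about 26% in these data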;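 further: 0% = ATP-challenged DMSO wells and 100% = DMSO wells without ATP; some compounds past the cut are filed as inactive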
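material = parental CHO cells | also added = ATP as calcium-mobilizing challenge | dosing = single point at 5.6 µM | detection = intracellular calcium via Fluo-8 no-wash fluorescent dye | read-out = % inhibition | benchmarks = low control ATP plus DMSO, high control DMSO only | repeats = one well per compound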
M1 antag: human CHRM1 antagonism | P11229 | CHO-K1 hM1, Fluo-8 calcium fluorescence, ACh EC80 antagonist | inhibition, % at 3 µM | hit rate 1.3% among 360,000;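 active means percent inhibition above its own plate's cutoff, namely the mean of that plate's compound wells plus 3 SD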;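 further: peak over basal fluorescence ratio during 140 s after agonist addition; 0% = ACh EC80 plus DMSO and 100% = DMSO alone without agonist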
Numbers without * were called inactive; · = no result given.

Order of values: CHO-K1 Ca antag	CHRM1 agonist	TAAR1 agonist	TAAR1 antagonist	CHRM1 PAM	M1 PAM parental	CHO-K1 Ca ag	CHO parental Ca	M1 antag
#1 COc1ccc(NS(=O)(=O)c2cccc(C(=O)NN=C(C)c3ccco3)c2)cc1
→ -12	-4	7	-1	13	5	0.1	-2	-15
#2 O=c1c2ccccc2nc2sc(Nc3ccc(F)cc3)nn12
→ 0	-2	4	12	11	7	-0.2	-10	-5
#3 COc1ccc(/C(N)=N/OC(=O)C2CCCCC2)cc1
→ -5	0	10	-36	6	5	0.4	1	-6
#4 CN(C)Cc1c(O)ccc2[nH]cnc12
→ -2	-1	2	6	-7	-5	0.0	6	-5
#5 CCSc1ncnc2c1sc1nc3c(cc12)COC(C)(C)C3
→ 3	-5	3	-3	3	14	-0.2	-8	1
#6 O=C(NNC(=S)NC1CC2C=CC1C2)c1ccncc1 (stereo unspecified)
→ -5	-2	1	-21	8	9	0.4	-4	-9
#7 CC(=O)C1=C(C)N(Cc2ccccc2)C(=O)N[C@@H]1c1cccc(C(F)(F)F)c1
→ -15	-4	5	27	-6	9	2.7	-20	16
#8 Cc1cccc(NC2(C(F)(F)F)N=C3SCCN3C2=O)n1 (stereo unspecified)
→ -20	-1	-2	-2	7	12	1.0	0	-27
#9 COc1ccc(N(Cc2ccccc2)S(=O)(=O)c2cccc(C(=O)NCC3CCCO3)c2)cc1 (stereo unspecified)
→ -2	-3	3	4	13	15	1.0	·	-17
#10 O=CN(Cc1ccccc1)c1cc([N+](=O)[O-])ccc1OCc1ccccc1
→ -19	-6	-2	27	-9	19	1.9	·	-4
#11 Cn1c(=O)[nH]c(=O)c2c1nc(NCc1ccccc1)n2Cc1ccc(F)cc1
→ -2	-2	4	3	7	8	-0.1	·	-10
#12 CC(C)OC(=O)CSc1nnc2c(n1)[nH]c1ccc(F)cc12
→ 4	-3	4	-5	-5	-7	-0.1	4	13
#13 O=C(N1CCOCC1)N1CCN(S(=O)(=O)c2ccc(F)cc2)CC1
→ 14	0	3	-14	9	-23	-0.9	-3	-6
#14 COc1cc(NS(=O)(=O)c2ccc(NC(=O)c3ccc(Cl)cc3Cl)cc2)ncn1
→ 4	-4	0	-20	5	0	1.7	-2	1
#15 CCNC(=S)N1CCN(CCN=CC2=C(O)CC(c3ccco3)CC2=O)CC1 (stereo unspecified)
→ -9	-6	6	-8	2	16	0.4	-10	-24
#16 CCOc1ccc(CCNC(=O)COC(=O)Cc2c[nH]c3ccccc23)cc1OCC
→ -5	-2	5	6	8	8	3.0	-39	-11
#17 NC[C@H](Cc1ccccc1)NCCCCC1CCCCC1
→ -9	-4	6	-17	4	14	1.5	-7	-3
#18 COc1ccccc1/C=N/NC(=O)C(NC(=O)c1ccccc1)=C(C)C
→ 11	1	2	-18	8	-2	-0.3	-1	0
#19 COc1ccc(NC(=O)c2cc(-c3ccccc3O)n[nH]2)cc1Cl
→ -12	-3	6	10	5	0	3.6	·	-6
#20 CC1=CC(C)C(/C=N/N=C(N)N)C(C)C1 (stereo unspecified)
→ 0	-2	1	-12	20	-12	-0.3	-6	-11

Next section (2 carried over from the part before).
Order of values: CHO-K1 Ca antag	CHRM1 agonist	TAAR1 agonist	TAAR1 antagonist	CHRM1 PAM	M1 PAM parental	CHO-K1 Ca ag	CHO parental Ca	M1 antag
#19 COc1ccc(NC(=O)c2cc(-c3ccccc3O)n[nH]2)cc1Cl
→ -12	-3	6	10	5	0	3.6	·	-6
#20 CC1=CC(C)C(/C=N/N=C(N)N)C(C)C1 (stereo unspecified)
→ 0	-2	1	-12	20	-12	-0.3	-6	-11
#21 COc1ccccc1NS(=O)(=O)c1cccc(C(=O)NNC(=O)c2ccc(Cl)nc2)c1
→ -2	0	0	10	0	5	1.3	-12	1
#22 CC1(C(=O)Nc2ccc3c(c2)OCCO3)CCC(=O)N1CCc1c[nH]c2ccccc12 (stereo unspecified)
→ 17	-5	2	-1	-1	1	2.2	·	6
#23 Cc1cc(C)n(C(=O)c2cc3sccc3[nH]2)n1
→ -6	-11	-1	-22	-16	-8	-0.8	-10	1
#24 Cc1ccc(-c2csc3ncnc(SCC(=O)O)c23)cc1
→ -9	-4	-3	-5	10	21	0.6	-4	-13
#25 C1CN(c2nc3nonc3nc2N2C[C@H]3CC[C@H]2C3)CCS1
→ -9	-7	8	-25	3	6	0.2	-5	-5
#26 CCOC(=O)c1cc2c(=O)n3ccccc3nc2n(Cc2ccco2)c1=NC(=O)c1ccc(OC)cc1
→ -12	-7	0	-74	10	19	0.1	-8	-13
#27 COc1ccc(C(=O)NNC(=S)NC(=O)C(C)(C)C)cc1
→ 15	77*	145*	98*	-24	-31	86*	58*	29
#28 O=C(NNC(=S)NCc1ccco1)c1ccc(S(=O)(=O)N2CCOCC2)cc1
→ -6	-5	1	-14	7	23	0.9	-9	-11
#29 Cc1ccc(-n2c(SCc3nc4ccccc4[nH]3)nnc2-c2ccncc2)cc1
→ 9	-8	2	-7	-7	-3	0.2	-18	9
#30 COc1ccc(NC(=O)CN2C(=O)CSC(C)C2=O)cc1 (stereo unspecified)
→ -9	-2	1	-4	10	12	0.7	0	-6
#31 c1ccc(OCCCc2nc(-c3ccccn3)no2)cc1
→ 2	-2	-1	-37	0	-4	0.5	-11	11
#32 Cc1ccc(C(=O)N(Cc2nnc(-c3ccc(Cl)cc3)o2)C2CC2)o1
→ 5	-6	-2	-26	8	-1	0.0	-13	-12
#33 Cc1nc2nc(Cc3ccccc3)[nH]n2c(=O)c1Cc1ccccc1
→ -3	-3	3	0	8	18	0.0	-17	-34
#34 O=c1[nH]c(CCC2CCCC2)nc2ccccc12
→ -7	-2	7	-6	5	13	4.4	-18	-7
#35 Cn1nccc1C(=O)N1CCCC(C(=O)c2ccc(C(F)(F)F)cc2)C1 (stereo unspecified)
→ 3	-2	2	-25	2	10	4.0	-4	-3
#36 Cc1cc(NS(=O)(=O)c2c(C)[nH]c(=O)[nH]c2=O)ccc1Br
→ 16	-3	73*	37	1	-11	-0.1	·	-6
#37 CC(=O)Nc1ccc(S(=O)(=O)Nc2ccc3c(c2)OCCO3)cc1Cl
→ 5	6	5	-6	2	-4	11	17	8
#38 COc1ccc(Cl)cc1C(=O)NCc1ccc2c(c1)OCO2
→ 1	-3	2	-6	14	5	-0.2	-10	-13
#39 O=C(O)CCNC(=O)c1ccc(NC(=O)Cc2ccc(Cl)cc2)cc1
→ 8	-3	4	5	9	7	-0.2	-8	-4
#40 CNc1oc(-c2ccccc2F)nc1S(=O)(=O)c1ccc(C)cc1
→ -2	0	-3	-11	7	-19	-0.6	-4	2

(more compounds)
Order of values: CHO-K1 Ca antag	CHRM1 agonist	TAAR1 agonist	TAAR1 antagonist	CHRM1 PAM	M1 PAM parental	CHO-K1 Ca ag	CHO parental Ca	M1 antag
#41 COc1cc(CC(=O)Nc2cccc(C(F)(F)F)c2)cc(OC)c1OC
→ -3	-6	8	-12	0	-2	2.7	-2	-6
#42 O=C(c1ccc(Br)o1)N1CCCc2ccccc21
→ -6	-6	13	5	11	22	-0.3	-11	-7
#43 Cc1ccc2nc(SC(C(=O)Nc3ccc(F)cc3)c3ccccc3)[nH]c2c1 (stereo unspecified)
→ 13	-5	-3	-18	-15	-9	0.7	-8	22
#44 CCOc1ccc(CCNC(=O)C(O)c2ccccc2)cc1 (stereo unspecified)
→ -7	-4	13	0	-2	10	1.0	-12	-12
#45 COc1ccc([C@H]2C[C@@H](n3cc(C4CC4)nn3)[C@H](O)CN2Cc2cccs2)cc1
→ -9	-4	4	12	1	15	0.8	·	-2
#46 COc1ccc(C(=O)NNC(=O)c2ccc(S(=O)(=O)N3CC(C)OC(C)C3)cc2)cc1 (stereo unspecified)
→ -6	-8	4	-8	9	23	1.2	-12	-4
#47 CCOc1ccc(CC(C(=O)NN)C(=O)NN)cc1CN(C)C
→ 1	3	-1	6	8	-6	-0.2	-4	15
#48 COc1ccc2nc(N3C(=O)CC(C(C)c4ccccc4)C3=O)sc2c1 (stereo unspecified)
→ -14	-9	-2	2	8	24	0.6	-22	-14
#49 CC(C)CN(CC(C)C)c1ccc(/C=N/n2cnnc2)cc1[N+](=O)[O-]
→ 1	-11	9	-21	3	8	2.0	-24	-7
#50 C=CCn1c(SC(C)C(=O)Nc2ccc(Cl)cn2)nnc1C1CC1 (stereo unspecified)
→ 1	1	5	-50	18	2	0.8	-4	-17
#51 Cc1ccc(-c2cnc(C(O)c3cc(C)cc(C)c3)[nH]2)cc1 (stereo unspecified)
→ -12	0	10	4	3	24	0.7	·	-6
#52 C=C(C)C(=O)N1CCN(C(=O)C(=C)C)c2ccccc21
→ -15	0	2	-18	10	10	0.9	·	-21
#53 O=C(O)CCC(=O)N1CCN(c2cccc(Cl)c2)CC1
→ 0	-5	3	-7	-4	-5	0.1	-23	12
#54 CCCS(=O)(=O)N1CCC(C(=O)N2CCC(Cc3ccccc3)CC2)CC1
→ -11	-4	8	-10	3	29	1.6	-3	0
#55 CCNc1nc(CSc2ccccc2)nc2sc(C)c(C)c12
→ -7	-10	-3	5	-4	18	-0.5	-28	4
#56 O=Nc1nc2ncccn2c1-c1ccccc1
→ -7	1	2	-14	2	9	0.5	·	-6
#57 Cc1ccc(Cc2c(-c3ccc(Cl)cc3)nc3ccc(Cl)cn23)cc1
→ 4	-7	0	-2	-3	5	0.3	·	-4
#58 COc1ccc(C(C)=O)cc1COc1cccnc1[N+](=O)[O-]
→ -7	-5	-4	6	11	22	0.4	-5	-10
#59 Cc1cc(=O)[nH]c(-c2ccc(C(F)(F)F)cc2)n1
→ -1	-3	4	-5	-2	7	0.1	-2	5
#60 Cc1ccc([C@H]2N[C@]3(CCCN(Cc4cccn4C)C3=O)[C@H]3C(=O)N(Cc4ccccc4)C(=O)[C@@H]23)cc1
→ 10	-6	-2	17	4	8	-0.2	·	-8
